# 12-LOX inh: Primary qHTS assay for inhibitors of human arachidonate 12S-lipoxygenase (ALOX12): Round 2; 580,000 tested, 1.1% active; AID 1671190, 2021; purified 12hLO, xylenol orange hydroperoxide absorbance; Polyunsaturated fatty acid lipoxygenase ALOX12 (Homo sapiens), P18054; Potency, µM (series often up to 108 µM), for the others: at the highest dose activity change, negative = inhibition, usual class: inhibitors; active = well fitted inhibition curve with a large enough effect; inconclusive = small, poorly fitted or top-dose-only effect, or another doubt; inactive = no such curve, though single readings can be large or run the other way
# Target sequence (P18054 whole entry, looked up): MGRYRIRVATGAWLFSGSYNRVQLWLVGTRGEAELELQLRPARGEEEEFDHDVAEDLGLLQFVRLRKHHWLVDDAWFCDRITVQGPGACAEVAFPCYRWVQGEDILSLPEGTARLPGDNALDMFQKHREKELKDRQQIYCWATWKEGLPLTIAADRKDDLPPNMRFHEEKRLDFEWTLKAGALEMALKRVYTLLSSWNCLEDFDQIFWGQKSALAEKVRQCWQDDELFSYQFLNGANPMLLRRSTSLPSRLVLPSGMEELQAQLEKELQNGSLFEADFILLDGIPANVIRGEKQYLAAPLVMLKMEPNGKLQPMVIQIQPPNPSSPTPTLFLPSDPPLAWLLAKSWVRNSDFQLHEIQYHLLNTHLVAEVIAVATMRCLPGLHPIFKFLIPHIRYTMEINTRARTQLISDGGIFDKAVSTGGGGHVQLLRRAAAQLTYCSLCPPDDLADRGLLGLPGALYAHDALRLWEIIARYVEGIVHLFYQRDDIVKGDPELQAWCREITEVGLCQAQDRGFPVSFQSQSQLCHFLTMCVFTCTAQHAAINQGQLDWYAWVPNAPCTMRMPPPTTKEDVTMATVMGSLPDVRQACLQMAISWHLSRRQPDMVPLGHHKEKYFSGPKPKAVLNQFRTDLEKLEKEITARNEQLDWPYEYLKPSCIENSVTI
#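 Hydroperoxide product was detected by ferrous iron/xylenol orange as the 573 to 405 nm absorbance ratio. Arachidonic acid at 40 uM (final) was turned over for 30 min at room temperature by 150 nM human 12hLO, pH 7.0 Hepes buffer, after 15 min compound preincubation.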
# The depositor's hits bear a star; u = inconclusive; [ ] = another dose, or the depositor's remark. % is scaled to controls: 0 for no effect and ±100 for the full control effect; potency is read from the fitted curve at half-maximal effect. An excerpt, so the mix of outcomes need not match the whole.
SMILES,12-LOX inh
N#Cc1ccc(CN2CCCC(c3nc(-c4cccnc4)no3)CCNC(=O)CC2)cc1 (centres undefined),11%
Cc1csc(S(=O)(=O)N2CCCC3(CCC(=O)N(CC4CC4)C3)C2)c1 (centres undefined),13%
CC(Cc1ccccn1)N(C)C(=O)Cc1ccc(F)c(F)c1F (centres undefined),8%
CCO[C@@H]1COCC[C@H]1NC(=O)c1ccoc1COc1ccc(C)cc1,-15%
O=C1NCCCCCCN(C(=O)NCc2ccc(F)cc2)[C@H]2CCCC[C@@H]12,37%[activator]
c1cn(-c2ccc(-c3cscn3)cc2)c(-c2cc3n(n2)CCCNC3)n1,25%
O=c1[nH]c(CN2CCCn3nc(CO)cc3C2)nc2ccsc12,10%
CS(=O)(=O)N1CCC2(CCC(=O)N(CC3CCCO3)C2)CC1 (centres undefined),40%
COc1ccccc1CNC(=O)c1cc2cn(C3CC3)cc2s1,-2%
CN(Cc1nc(COc2ccccc2)no1)CC1(N2CCOCC2)CCCCC1,-1%
COCCCNC(=O)c1cn2ccnc(-c3ccc(OC)cc3)c2n1,15%
COCCNC(=O)[C@@H]1C[C@H](Oc2ccccc2)CN1C(=O)c1cccn1C,29%
CCCN1CCCC2(CCN(C(=O)c3cc(CC)[nH]c(=O)c3)C2)C1=O (centres undefined),19%
O=C(c1nnn2cc(-c3ccccc3)[nH]c(=O)c12)N1CCN(C2CCCCC2)CC1,30%[activator]
CCc1nc2c(c(-c3ccc(Cl)cc3)n1)CCN(C(=O)c1ccc(C(F)(F)F)cc1)CC2,38%
CCCN1CCC2(CCN(C(=O)Nc3ccc(Cl)cc3)CC2)Oc2ccccc21,u
Cc1nn2c(c1-c1cccc3cn[nH]c13)N(C(=O)Cc1ccccc1)CCC2,7%[176 µM]
CN(C)CCN(C)[C@@H]1[C@H](O)[C@H](CO)O[C@@H]1CN(Cc1ccc(Cl)cc1)Cc1cccc(Cl)c1,-3%
O=C(NC1CCN(c2cc(-c3ccc(F)cc3)[nH]n2)C1)c1ccc2[nH]ccc2c1 (centres undefined),56%[activator]
O=C(O)c1ccc(-c2cnccn2)cc1,6%[12.5 µM]
CCc1noc(-c2cccn3c(CNC(=O)CCc4ccccc4)nnc23)n1,6%
CC(NC(=O)c1cc(-c2ccc(F)cc2)cn1C)c1ccccn1 (centres undefined),35%
COCCN1C(=O)c2ccccc2C(C(=O)Nc2cccc(C)n2)C12CCCC2 (centres undefined),30%[activator]
COc1ccc(NC(=O)N2CCc3c(nc4cc(-c5ccccc5)[nH]n4c3=O)C2)c(OC)c1,11%
CCOc1ccccc1NC(=O)N1c2ccccc2CC1c1noc(C(C)C)n1 (centres undefined),18%

# Among those listed so far, five have fluorine:
SMILES,12-LOX inh
CC(Cc1ccccn1)N(C)C(=O)Cc1ccc(F)c(F)c1F (centres undefined),8%
O=C1NCCCCCCN(C(=O)NCc2ccc(F)cc2)[C@H]2CCCC[C@@H]12,37%[activator]
CCc1nc2c(c(-c3ccc(Cl)cc3)n1)CCN(C(=O)c1ccc(C(F)(F)F)cc1)CC2,38%
O=C(NC1CCN(c2cc(-c3ccc(F)cc3)[nH]n2)C1)c1ccc2[nH]ccc2c1 (centres undefined),56%[activator]
CC(NC(=O)c1cc(-c2ccc(F)cc2)cn1C)c1ccccn1 (centres undefined),35%

# Given as tab-separated lines: entries from further up
SMILES	12-LOX inh
CCCN1CCC2(CCN(C(=O)Nc3ccc(Cl)cc3)CC2)Oc2ccccc21	u
Cc1nn2c(c1-c1cccc3cn[nH]c13)N(C(=O)Cc1ccccc1)CCC2	7%[176 µM]
CN(C)CCN(C)[C@@H]1[C@H](O)[C@H](CO)O[C@@H]1CN(Cc1ccc(Cl)cc1)Cc1cccc(Cl)c1	-3%
O=C(NC1CCN(c2cc(-c3ccc(F)cc3)[nH]n2)C1)c1ccc2[nH]ccc2c1 (centres undefined)	56%[activator]
O=C(O)c1ccc(-c2cnccn2)cc1	6%[12.5 µM]
CCc1noc(-c2cccn3c(CNC(=O)CCc4ccccc4)nnc23)n1	6%
CC(NC(=O)c1cc(-c2ccc(F)cc2)cn1C)c1ccccn1 (centres undefined)	35%

# Carrying on:
SMILES,12-LOX inh
COc1ccc(O[C@H]2COCCN(S(=O)(=O)c3ccc(F)cc3)C2)cc1,-1%[176 µM]
COc1ccc(C(=O)NCC2Cn3cccc3CN2Cc2cccnc2)cc1 (centres undefined),224%[activator]
CC(=O)N1CCOc2ccc(CCC(=O)NCc3nc4ccccc4n3C)cc2C1,32%[activator]
Cc1ccc(-c2cc3c(nc2-c2ccccc2)nc(C(=O)NCCN(C)C)n3C)cc1,u
COc1ccc(C(=O)N2CCCCCCNC(=O)[C@@H]3C[C@@H](c4nc(C(C)C)no4)C[C@@H]32)cc1F,55%[activator]
C[C@H](CO)N1C[C@H](C)[C@@H](CN(C)C(=O)Nc2cccc(Oc3ccccn3)c2)OCc2cn(nn2)CCCC1=O,13%
CNC(=O)[C@H]1C[C@H](Oc2cccnc2)CN1C(=O)NC1CCCCC1,42%[activator]
CC(C)(C)OC(=O)NCc1ccccc1/C=C/S(=O)(=O)NCc1ccc(F)cc1,0%
NCC(=O)N1CCCCCCNC(=O)CC1c1ccccc1 (centres undefined),84%[activator]
CN1Cc2cccn2CC1CNC(=O)c1cccs1 (centres undefined),36%[activator]
COc1ccc(-c2nnc3n2CCN(C(=O)c2ccc(F)cc2)C3)cc1,2%
COCC(=O)Nc1cc(C(=O)N2CCCOc3c(cccc3OC)C2)c2c(c1)nc(C1CCC1)n2C,14%
O=C(NCCOc1ccccc1)c1nc2c(o1)CCN(Cc1cccs1)CC2,22%[176 µM]
CCOCCCNC(=O)C1CCN(c2cnn(CC3CC3)c(=O)c2)C1 (centres undefined),-11%
CCOC(=O)C1=Nc2cccc3c(O)ccc1c23,u
Cc1cccc(C)c1NC(=O)N1CCC2(CC1)SCC(=O)N2Cc1ccccc1,18%
COc1ccccc1CN1CCCC12Cc1ccccc1CNC2=O (centres undefined),7%[6.33 µM]
COc1cc(NC(=S)N[C@H]2CO[C@H]3[C@@H]2OC[C@@H]3n2nnnc2-c2cccc(OC)c2)cc(OC)c1,15%
CC(=O)Nc1ccc(CN2CCC(N3Cc4ccccc4C3=O)CC2)cc1,9%[6.33 µM]
CNC(=O)CC1CCOC2(CCN(C(=O)Nc3ccc4c(c3)OCCO4)CC2)C1 (centres undefined),30%[activator]
CC1(C(=O)NCCN2CCOCC2)CCCc2cnc(NCc3ccccc3)nc21 (centres undefined),0%[176 µM]
Cc1ccc(S(=O)(=O)c2nnn3c2nc(NCCCOC(C)C)c2ccccc23)cc1C,u
CN(C)C[C@@H]1CN(c2ncccn2)C[C@H]1NC(=O)c1ccncn1,41%[activator]
CCCn1cc(-c2ccncc2)cc1C(=O)N1CCN(C)CC1,41%[activator]
O=C(COc1ccccc1)N[C@H]1CO[C@H]2[C@@H]1OC[C@@H]2n1nnnc1Oc1ccc(-n2ccnc2)cc1,17%
# Next section
SMILES,12-LOX inh
Cc1ccccc1S(=O)(=O)N(C)CC1CCOC1 (centres undefined),54%[activator]
O=C(O)c1cc(-c2cccc(CO)c2)cc(S(=O)(=O)NC2CCCC2)c1,3%
CO[C@H]1[C@H](NC(=O)c2ccc(F)cc2)c2ccccc2C12CCNCC2,18%
COC(=O)CNC(=O)C1=NOC2CN(C(=O)C3CC3)CC12 (centres undefined),11%[6.33 µM]
COc1ccc(CNC(=O)c2cc3c(N4CCCC4)nc(C)cn3n2)cc1,22%
CCNc1cc(N2CCC(CCC(=O)Nc3ccc(C)cc3C)CC2)ncn1,4%
COc1ccc(Nc2cnc3ccc(N4CCOCC4)nn23)cc1,-5%[176 µM]
CN(Cc1cccnc1)c1nc2c(c(=O)[nH]1)CCN(Cc1ccc(F)c(F)c1)CC2,30%
Cc1ccc(CN2CCc3oc(C)c(C(=O)N4CCC(C(N)=O)CC4)c3C2)cc1,34%
CC1(C)C(=O)NC(=O)N1CC(=O)N[C@H](Cc1ccccn1)C1CC(O)C1 (some centres undefined),19%
O=C1[C@@H]2C[C@@H](CN2C(=O)NCc2ccccc2)Oc2ccccc2N1CC1CC1,14%[176 µM]
COc1ccc(C2Cn3nnc(C(=O)N4CCN(C(=O)c5c(F)cccc5F)CC4)c3CO2)cc1 (centres undefined),-16%
CNC(=O)[C@@H]1CN(C(=O)c2ccc(Br)cc2F)C[C@H]1CO,53%[activator]
COc1ccc(C(=O)Nc2nc3c(s2)C[C@@H]2[C@](C)(CO)[C@H](O)CC[C@@]2(C)[C@@H]3CC(=O)N2CCC(C)CC2)cc1,u
CC(C)OCCCNc1ncnc2c1CN(c1ccc(Cl)cc1)C(=O)CN2C,51%[activator]
O=C(N[C@H](Cc1ccccc1)C1CC(O)C1)c1cnn(Cc2ccccc2)c1 (some centres undefined),25%
Cn1c(CNC(=O)c2ccc3nccn3c2)nc2cc(C(F)(F)F)ccc21,37%[activator]
CCCc1noc(-c2ccn3c(CNC(=O)Cc4cccc(F)c4)nnc3c2)n1,1%
CCn1nccc1C(=O)N1CCC(Oc2ccccc2)C1 (centres undefined),30%[activator]
CN(Cc1ccc2c(c1)OCO2)Cc1cc2n(n1)CCNC2,44%[activator]
COc1cccc2c1OCC(C(=O)N1CC(Oc3ccccc3C)C1)C2 (centres undefined),-1%
O=C(c1cccs1)N1CCC(Oc2ccccc2)C1 (centres undefined),16%
COCCOC1CN(C2CCN(C(=O)c3nn(C)c4ccccc34)CC2)C12CCCCC2 (centres undefined),12%
CCn1cc(S(=O)(=O)N2CCC3(CC2)CC(OCC2CC2)CCO3)cn1 (centres undefined),23%
Cc1cccc(CC(=O)N2CCC3(CC2)N(C)C(=O)CS3(=O)=O)c1,37%
# The listing continues:
SMILES,12-LOX inh
CC(C)N1C[C@H](O)C[C@H]1c1nnc2n1CCN(C(=O)c1ccc(Cn3ccnc3)o1)CC2,101%[activator]
Cn1nc(C2CCN(C(=O)c3ccccc3F)CC2)[nH]c1=O,46%[activator][176 µM]
O=c1c2c(n(Cc3cccnc3)n1CCc1ccccc1)CN(Cc1cccc(O)c1)CC2,-26%
O=C(C1CCCC1)N1CCc2nc(-c3ccc(Cl)cc3)nc(-c3ccccc3)c2C1,0%
Cc1ccc(NC(=O)N[C@H]2CC[C@@]34CCCN3C(=O)CCC[C@H]4C2Cc2ccccc2)cc1 (some centres undefined),-9%
COC1C(=O)N(c2cccc(F)c2)C12CCN(S(=O)(=O)Cc1ccccc1F)CC2 (centres undefined),19%
CN(C)CC(=O)N1CCC2(C1)CN(C)c1ccc(C(=O)Nc3ccccc3)cc12 (centres undefined),0%[176 µM]
O=C(CCn1ccn2nc3c(c2c1=O)CCCC3)NCc1ccc(F)cc1Cl,-13%
Cc1noc(C)c1[S+](=O)([O-])N1CCC2(CC1)COc1ccccc1NC2=O,71%[activator]
COCCNc1ccc2nnc(C)n2n1,-10%
Cc1nc(C)c(C(=O)N2CCC(Cc3noc(C4CC4)n3)C2)s1 (centres undefined),85%[activator]
O=C(O)c1cc2cn(C3CC3)cc2s1,1%
COc1ccc(C(=O)N[C@@H]2CCC[C@@H]2C(=O)N2CCN(c3ccccc3OC)CC2)cc1,6%
Cc1ncc2c(c1CNC(=O)c1ccc3c(c1)OCO3)CCN(C(=O)c1coc3c1C(=O)CCC3)C2,u
COc1ccccc1N1CCN(C(=O)C[C@@H]2O[C@H](CNS(=O)(=O)c3ccccc3)[C@@H](O)[C@H]2O)CC1,-4%
CC(NC(=O)CN1C(=O)NC2(CCS(=O)(=O)CC2)C1=O)c1ccccc1 (centres undefined),24%
Cc1ccc(S(=O)(=O)Nc2ccc(C)n(CC(=O)NCc3ccc(F)cc3)c2=O)cc1,2%
OCC1CCN(c2ccc(-c3nc(CCCc4ccccc4)no3)cn2)CC1,-11%
O=C1CCN(S(=O)(=O)c2ccccc2)CCCC(C(=O)NCCCN2CCOCC2)CCN1 (centres undefined),38%[activator]
O=C(NCC1Cn2cccc2CN1Cc1ccccc1)c1ccsc1 (centres undefined),157%[activator]
O=C(Cc1ccc(F)cc1)N1CCC2(CC1)NC(=O)N(c1ccccc1Cl)N2,1.3µM*
N#Cc1ccc(CN2CC(CNC(=O)Nc3ccccc3)C3(C2)CN(c2ccccc2)C3)cc1 (centres undefined),-14%
CO[C@@]1(C)C[C@@H](O)C12CCN(C(=O)CCCc1ccc(F)cc1)CC2,22%
O=C1CCN(C(=O)c2ccccc2)CCCC(C(=O)N2CCc3ccccc32)CCN1 (centres undefined),-1%
COCCc1noc(CNC(=O)C2COc3ccccc3C2)n1 (centres undefined),58%[activator]
# (more compounds)
SMILES,12-LOX inh
c1ccc(CN2C[C@@H]3C[C@H]2CN3Cc2cn(-c3ccccc3)nn2)cc1,6%
C[C@@]1(O)CCN(CC2CCCCC2)C[C@H]1N1CCCC1,174%[activator]
O=C(N[C@@H]1CN(Cc2ccc3c(c2)CCO3)C[C@H]1CO)c1cnccn1,61%[activator]
COCCN(CC1CCN(Cc2ccccc2OC)CC1)C(=O)c1n[nH]c2c1CCC2,54%[activator]
CO[C@H]1C=CO[C@@]2(C)Oc3c(C)c(O)c4c(O)c(c(C=NN5CCN(C)CC5)c(O)c4c3C2=O)NC(=O)C(C)=CC=C[C@H](C)[C@H](O)[C@@H](C)[C@@H](O)[C@@H](C)[C@H](OC(C)=O)[C@H]1C,u
CCOCCn1c(=O)[nH]c2cc(C(=O)NCc3ccc(F)c(F)c3)ccc21,17%
O=C(O)C1=NOC2CN(Cc3c(F)cccc3Cl)CC12 (centres undefined),u
COC(=O)[C@]12C[C@H](CC(=O)NCCC(C)C)C(=O)N(CCC3=CCCCC3)C1=C[C@H](C(C)(C)C)O[C@@H]2C,-15%
Cc1ccccc1-c1cn(C)c(=O)n2cc(COc3ccc(Cl)cc3)nc12,12%[176 µM]

# Screening data as filed in PubChem.
